phage Ecoli inh = E. coli growth loss with phage present; growth absorbance; inhibition, % at 11.9 µM; hit rate 0.26% among 360,000; in the data active = inhibition above about 11%
AddAB inh = less growth of phage-infected E. coli with AddAB; E. coli expressing H. pylori AddAB, absorbance growth; inhibition, % at 11.9 µM; hit rate 0.29% among 330,000; in the data active = inhibition above about 12%;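 note: 0% = vehicle wells of infected cells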
E coli growth = bacterial growth inhibition, counter-screen for AddAB inhibitors; E. coli V3065 growth, OD600 absorbance, 18 h; inhibition, % at 11.9 µM; hit rate 0.27% among 330,000; AID 449728;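 active = inhibition above the campaign's mean inhibition across all tested compounds plus 3 SD, cut at about 9.9% in these data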;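 note: uninfected addAB+ strain grown without phage in ampicillin broth; 0% = DMSO wells and 100% = ciprofloxacin 0.95 µg/ml wells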
MOR-DOR ag = OPRM1-OPRD1 heterodimerization agonism. activation, % at 9.3 µM. AID 504326. hit rate 0.3% among 340,000. cells, luminescence; in the data active = activation above about 18%;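 note: 0% = vehicle-treated cells and 100% = reference agonist; values of inactives mirror those of a sister screen read the other way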
PfHsp90 set2 = reduces growth (ATP signal) of yeast expressing P. falciparum Hsp90; S. cerevisiae expressing PfHsp90, BacTiter-Glo ATP, 48 h; yeast lacking PDR1 and PDR3 efflux regulators; AID 504621; hit rate 0.32% among 310,000; inhibition, % at 9.4 µM;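 active = every replicate shows inhibition above about 80%, whatever the replicate mean, limit read from the data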;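 note: 0% = DMSO neutral controls and 100% = 20 µM radicicol positive controls; yeast relying on Plasmodium falciparum Hsp90 in place of its own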
Tat export inh = inhibitors of E. coli Tat protein transport; E. coli MC4100 TorA-mCherry Tat export, fluorescence; inhibition, % at 10 µM; hit rate 0.036% among 340,000;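 active = mean replicate inhibition at least 50% and at least half of replicates individually reaching 50%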;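 note: exported cargo escapes ClpAP degradation while cytoplasmic cargo is degraded and loses fluorescence; 0% = median of neutral control wells and 100% = median of NaSCN control wells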
OPRM1-OPRD1 inv = mu-delta opioid heterodimer inverse agonism; inhibition, % at 9.3 µM; P35372+P41143; AID 504357; hit rate 0.21% among 340,000; cell-based MOR-DOR heterodimer luminescence; in the data active = inhibition above about 22%, passing the limit was not always enough;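 note: 0% = cells with DMSO and 100% = wells without cells with DMSO; values of inactives mirror those of a sister screen read the other way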
PKA-R1A activ = activators of PKA-R1A complex | AID 504707 | P00514+P68181 | activation, % at 11.4 µM | PKA-R1A dissociation, Cy5-IP20 fluorescence polarization; scaled: DMSO 0%, 113 µM cGMP 100% | hit rate 0.083% among 340,000;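 active = percent activation above the mean of all tested compounds plus 3 SD, cut at about 19% in these data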;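 note: higher means more PKAc released from R1A so a rise in polarization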
PKA-R2B act = activators of human PKA-R2B complex; P22694+P31323; PKA-R2B holoenzyme dissociation, Cy5-IP20 fluorescence polarization; R2B truncated from residue 108, S112A mutant; 0% DMSO only, 100% 113 µM cGMP; activation, % at 11.4 µM; hit rate 0.079% among 340,000;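 active = activation above a cutoff set at the mean over all compounds plus 3 SD, cut at about 18% in these data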;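 note: higher means more holoenzyme dissociation and a rise in polarization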
Target sequence (P31323 whole entry, looked up, other chains not shown, the tested form may be a part): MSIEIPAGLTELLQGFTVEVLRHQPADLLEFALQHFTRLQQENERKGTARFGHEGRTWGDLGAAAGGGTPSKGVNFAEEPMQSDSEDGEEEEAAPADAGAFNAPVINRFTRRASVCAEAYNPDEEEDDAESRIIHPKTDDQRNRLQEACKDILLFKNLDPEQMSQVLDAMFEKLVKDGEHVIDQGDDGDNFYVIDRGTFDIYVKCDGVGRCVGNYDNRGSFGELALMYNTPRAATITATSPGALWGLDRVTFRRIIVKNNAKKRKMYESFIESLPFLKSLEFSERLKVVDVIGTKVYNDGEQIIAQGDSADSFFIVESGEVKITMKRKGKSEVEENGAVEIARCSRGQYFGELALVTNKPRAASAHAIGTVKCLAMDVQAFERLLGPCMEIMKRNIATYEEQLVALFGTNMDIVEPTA
HTR5A inv ag = HTR5A inverse agonism, opioid heterodimer counter-screen. hit rate 0.083% among 340,000. P47898. HTR5A cell line, luminescence. inhibition, % at 9.3 µM; in the data active = inhibition mostly above about 23%, no sharp cut-off; inactive = mostly below about 18%;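 note: 0% = cells with DMSO and 100% = no-cell wells with DMSO; some compounds called inactive have numbers as strong as hits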
Target sequence (P47898 whole entry, looked up): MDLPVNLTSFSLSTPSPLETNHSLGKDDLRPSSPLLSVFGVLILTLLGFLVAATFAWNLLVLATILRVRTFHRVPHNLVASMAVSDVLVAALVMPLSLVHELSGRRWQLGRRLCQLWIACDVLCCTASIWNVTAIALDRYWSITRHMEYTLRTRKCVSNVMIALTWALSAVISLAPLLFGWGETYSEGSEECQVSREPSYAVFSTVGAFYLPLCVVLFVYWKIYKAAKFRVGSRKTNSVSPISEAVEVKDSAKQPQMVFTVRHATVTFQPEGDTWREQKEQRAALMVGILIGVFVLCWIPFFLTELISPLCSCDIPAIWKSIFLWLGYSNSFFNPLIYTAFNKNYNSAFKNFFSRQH
SUMO Mot1 rescue = SUMOylation pathway inhibition by Mot1-301 growth rescue; S. cerevisiae Mot1-301 growth rescue, ATP luminescence, 38.5C; percent above DMSO median, 100 means doubled; growth rescue, % at 18.8 µM; hit rate 1% among 320,000; AID 2716;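 active = every valid replicate shows activation above 250% relative to neutral control wells; inactive = the rest, any valid replicate at or below 250%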;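 note: OY570 slx delta 5 strain wells were the positive control but not used for scaling; some compounds called inactive have numbers as strong as hits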
The depositor's hits bear a star; · = not tested or not shown.

cpd	Structure	OPRM1-OPRD1 inv	Tat export inh	E coli growth	SUMO Mot1 rescue	HTR5A inv ag	PKA-R1A activ	PfHsp90 set2	PKA-R2B act	phage Ecoli inh	AddAB inh	MOR-DOR ag
1	CSc1nc2ccccc2n1Cc1c(Cl)cccc1Cl	-18.4	11.3	1.4	-2.3	-18.8	-10.7	10.7	-6.5	2.0	1.3	3.1
2	CC1CCC2(CC1)NC(=O)N(CC(=O)NCc1ccc(F)cc1)C2=O (stereo not given)	11.5	-3.8	0.2	-9.2	-1.7	-9.2	·	-0.5	2.8	-0.5	-2.8
3	COc1ccc(NC(=O)CCNS(=O)(=O)c2cccc3nonc23)cc1	1.9	-13.2	4.2	97.4	-0.6	3.5	-7.0	8.3	7.2	8.0	-0.3
4	CN1CCN(C(=O)C2CCC(CNS(=O)(=O)c3cccc4cccnc34)CC2)CC1 (stereo not given)	6.0	18.4	2.3	322.7	-8.1	-6.0	-7.5	-17.6	2.4	5.1	-1.2
5	Cc1cccc(C(=O)O/N=C(\N)CS(=O)(=O)c2ccccc2)c1	17.7	-5.9	3.7	3.5	6.2	-3.8	-3.4	-5.0	0.6	0.9	-3.5
6	CS(=O)(=O)N1CCN=C1SCc1ccc(F)cc1	12.1	7.8	-2.6	7.5	-7.9	4.4	4.2	3.6	-0.2	-0.5	-2.3
7	CCCC(NC(=O)CCc1c(C)c2cc3c(-c4ccccc4)coc3cc2oc1=O)C(=O)O (stereo not given)	10.6	-6.1	-4.2	2.8	0.3	5.6	-20.4	2.8	-1.5	-0.9	-2.4
8	CC(C)NC(=O)C1CCN(C(=O)C(C(=O)c2ccccc2)n2cc(Cl)ccc2=O)CC1 (stereo not given)	11.0	-1.2	0.7	-2.1	-17.3	-2.6	·	9.9	3.4	-0.9	-2.4
9	Cc1ccc(C)c(CSc2nnc(C)c(=O)[nH]2)c1	14.5	-2.6	-1.1	-16.6	-2.3	-17.5	1.9	-3.2	4.6	-0.9	-3.1
10	COc1ccc(CN(C)C(=O)c2[nH]c(C)c(C(C)=O)c2C)c(OC)c1OC	-5.4	8.5	-1.5	3.4	-4.6	7.5	6.2	10.4	3.1	-0.3	0.7
11	CCOc1ccc(C(CC(=O)O)NS(=O)(=O)c2ccc(C)cc2)cc1OC (stereo not given)	8.4	0.9	-0.9	-16.2	-9.5	-14.6	6.7	3.0	0.3	-0.6	-1.4
12	CCNc1nc(NCC)n2c(SCC(=O)Nc3cccc(Cl)c3)nnc2n1	9.1	-4.9	0.8	303.7	-7.0	5.5	·	5.2	·	-0.7	-1.7
13	O=C1COc2ccc(S(=O)(=O)N3CCc4ccccc43)cc2N1	0.3	-3.2	0.2	-7.5	-5.6	-3.6	-1.6	-0.8	1.1	2.2	-0.1
14	O=C(NNC(=O)c1ccccc1Br)c1ccncc1	13.9	-1.5	0.7	1.6	-2.6	4.2	19.0	-10.6	3.1	0.5	-2.8
15	CCOC(=O)c1sc(NC(=O)c2cc(S(=O)(=O)N3CCOCC3)ccc2C)nc1C	5.3	6.4	-2.0	7.4	-6.4	4.4	-16.2	-8.9	0.9	3.6	-0.9
16	COc1cc(C(=O)COC(=O)c2ccco2)cc(OC)c1OC	19.8	6.0	-0.4	8.0	-9.2	1.9	·	-2.6	2.3	-2.4	-3.8
17	COc1ccccc1N(CC(=O)NCC1CCCO1)C(=O)Cn1nnc(-c2cccs2)n1 (stereo not given)	8.8	-6.3	-1.3	-13.9	6.0	-8.0	-9.4	-2.6	2.4	1.2	-1.5
18	COc1ccc(/C=C/C(=O)OCC(=O)Nc2ccc3c(c2)OCO3)cc1	9.6	3.2	-1.3	-12.0	16.0	-2.8	1.7	-10.1	0.8	3.0	-2.5
19	CN(C)S(=O)(=O)c1cccc(NC(=O)COC(=O)/C=C/c2ccco2)c1	-7.2	0.8	-0.7	8.1	13.4	7.1	5.5	-2.9	-0.2	4.8	1.3
20	COc1ccc(OC)c2c1sc(=NC(=O)c1cccc(N3C(=O)CCC3=O)c1)n2C	3.5	-6.8	1.3	11.5	1.5	-6.5	1.9	-6.8	0.2	1.2	-0.6
21	COc1cccc(-c2nc(N)nc(SC)c2C#N)c1	7.7	18.7	0.8	7.2	8.1	-8.1	-18.2	-11.8	0.5	3.6	-1.4
22	Cc1cccc(C(=O)NC(C(=O)Nc2cccc(S(=O)(=O)N3CCCC3)c2)C(C)C)c1 (stereo not given)	15.2	4.0	-1.4	-8.3	-15.3	2.7	13.0	2.2	1.2	0.5	-3.5
23	CCO[C@H]1OC(C(=O)O)=C[C@@H](c2ccc3c(c2)OCO3)[C@@H]1CCCO	7.3	-5.7	2.0	53.7	8.7	2.4	-7.6	-0.6	0.6	4.7	-1.3
24	CCOc1ccc(NC(=O)c2ccc(NC(=O)C3CCCO3)cc2)cc1 (stereo not given)	12.6	-2.3	1.1	15.4	-15.4	-2.6	-15.5	-13.9	2.0	3.1	-2.0
25	Cc1ccccc1NC(=O)NC1CCS(=O)(=O)C1 (stereo not given)	2.4	6.8	-2.3	-23.2	-10.2	-3.0	-1.5	-1.2	1.0	4.1	-0.4
26	COc1ccccc1NC(=O)c1ccccc1C(=O)Nc1ccccc1OC	18.4	-6.8	0.2	-5.5	1.3	0.2	-7.2	-8.2	1.8	0.8	-3.3
27	Nc1nc(CSCc2ccccc2)nc(N2CCOCC2)n1	21.5	-4.9	1.3	5.9	-11.0	-3.9	-3.7	-4.1	0.7	-0.4	-3.8
28	COCCCn1c(SCC(=O)N2CCc3ccccc32)nnc1-c1ccoc1C	-6.5	-4.5	-2.8	15.8	0.8	-8.1	-4.0	6.2	-0.9	1.4	1.3
29	CC1CCc2sc(C(=O)NC3CCCCC3)cc2C1 (stereo not given)	3.3	3.2	-1.1	0.0	15.4	1.9	-15.5	7.6	1.2	-1.6	-0.8
30	CCCN(C(=O)c1cc(S(=O)(=O)N2CCCCCC2)ccc1OC)C1CCS(=O)(=O)C1 (stereo not given)	3.4	0.0	-2.1	1.3	-5.1	-2.6	-6.9	12.8	1.5	-1.8	-0.5
31	Cc1nnc(-c2ccco2)c2cn(-c3cccc(Br)c3)nc12	11.0	1.7	-0.1	2.1	-13.9	-3.9	7.9	-3.7	1.9	1.1	-2.4
32	CC1(C)Cc2c(c(N3CCOCC3)nc3sc4c(NCC5CCCO5)nnnc4c23)CS1 (stereo not given)	1.0	7.6	-0.3	-2.1	11.5	-7.8	-4.2	-1.7	0.2	0.7	-0.2
33	O=C(NCCN1CCN(c2ccccc2)CC1)c1cccn2c(=O)c3ccccc3nc12	15.8	2.7	1.1	0.3	-11.8	-3.7	0.2	0.1	2.3	-0.5	-2.9
34	CCOc1ccc2oc(C(=O)Nc3nccs3)c(C)c2c1	-9.5	25.2	-2.2	2.3	21.2	-1.7	-28.3	4.2	-0.4	-0.2	2.3
35	Cc1ccc(S(=O)(=O)CCC(=O)NCc2ccccc2Cl)cc1	24.7	0.7	-2.9	98.7	8.6	4.3	-20.6	-1.9	2.0	2.3	-5.3
36	CC(C)Oc1ccc(S(=O)(=O)N2CCOCC2)cc1NC(=O)c1nn(C)c(=O)c2ccccc12	9.1	-2.1	·	·	-19.0	0.9	13.0	2.9	0.5	·	-2.3
37	Cc1ccc(-c2cnn(-c3cccc(C(F)(F)F)c3)c2N)cc1	-35.5	-0.2	-0.9	0.5	-0.4	4.0	11.7	-2.6	3.0	3.3	8.1
38	Cc1nnc(NC(=O)c2ccc(S(=O)(=O)N3CC(C)CC(C)C3)cc2)o1 (stereo not given)	2.3	-6.7	-3.1	7.3	-5.0	4.6	9.4	6.7	-2.6	-1.6	-0.3
39	Cc1cc(C)n2nc(C(=O)OCC(=O)NNC(=O)c3ccc(Cl)cc3)nc2n1	15.2	0.5	-1.4	-1.0	-5.3	-13.9	-3.3	-0.6	1.9	-1.2	-2.9
40	C/C(Cc1ccccc1)=N\NC(=O)CNC(=O)c1ccccc1O	9.3	-8.9	-0.2	5.7	5.5	0.8	-7.6	-4.1	1.6	1.8	-1.8
41	Cc1ccc(NC(=O)CSCC(=O)N2CCOCC2)cc1	15.3	-3.7	0.7	2.5	4.2	-8.9	-38.4	-8.6	1.9	2.4	-3.5
42	Cc1cc(=O)nc2c3ccccc3n(CC(=O)NC(C)c3ccc4c(c3)OCCO4)n12 (stereo not given)	14.9	3.5	-1.9	283.8	17.4	-8.8	24.2	-1.3	4.4	2.7	-3.0
43	CCC(C)Nc1c2c(nc3c(-c4ccccc4)c(C)nn13)CCC2 (stereo not given)	-9.0	-4.7	1.2	4.0	11.0	-12.6	11.6	1.7	1.1	-0.6	1.7
44	O=C(COc1ccc(-c2ccccc2)cc1)NNC(=O)Nc1ccc(F)cc1F	3.6	-8.1	0.9	1.0	4.6	0.5	-4.6	-4.0	-0.7	2.0	-0.7
45	CCOC(=O)Cc1csc(NC(=O)NC2(C(F)(F)F)Oc3ccc(Cl)cc3O2)n1 (stereo not given)	-19.6	-6.2	-4.9	15.3	7.7	1.5	-16.4	6.6	1.7	4.0	3.9
46	COC(=O)c1ccc(CSc2nnc(-c3ccc4c(c3)OCO4)n2-c2ccccc2)o1	5.6	-2.3	-2.5	167.7	20.0	-6.2	-16.8	-6.3	-0.2	1.8	-1.2
47	CCOc1ccc(S(=O)(=O)N2CCCC(C(=O)NCc3ccncc3)C2)cc1C (stereo not given)	-0.8	-4.9	0.3	3.0	-16.8	-3.8	-25.2	-6.0	1.4	2.5	0.1
48	Clc1ccc(-c2cn(-c3ccc(Cl)cc3)c3[n+]2CCCCC3)cc1	3.2	9.1	-0.2	-11.9	5.2	4.6	15.2	4.8	0.8	2.5	-0.6

Screening results from PubChem BioAssay.
